Bioassay records as filed in PubChem BioAssay.
NOD2-RIPK2 inh – NOD2-RIPK2 protein interaction inhibition; CHO BLA complementation NOD2-RIPK2, CCF4 ratio; inhibition, % at 4.98 µM; 360,000 compounds, 0.38% hits; AID 624267; in the data active = inhibition above about 21%;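 note: 0% = vehicle only and 100% = reference blocker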
Target sequence (O43353 whole entry, looked up): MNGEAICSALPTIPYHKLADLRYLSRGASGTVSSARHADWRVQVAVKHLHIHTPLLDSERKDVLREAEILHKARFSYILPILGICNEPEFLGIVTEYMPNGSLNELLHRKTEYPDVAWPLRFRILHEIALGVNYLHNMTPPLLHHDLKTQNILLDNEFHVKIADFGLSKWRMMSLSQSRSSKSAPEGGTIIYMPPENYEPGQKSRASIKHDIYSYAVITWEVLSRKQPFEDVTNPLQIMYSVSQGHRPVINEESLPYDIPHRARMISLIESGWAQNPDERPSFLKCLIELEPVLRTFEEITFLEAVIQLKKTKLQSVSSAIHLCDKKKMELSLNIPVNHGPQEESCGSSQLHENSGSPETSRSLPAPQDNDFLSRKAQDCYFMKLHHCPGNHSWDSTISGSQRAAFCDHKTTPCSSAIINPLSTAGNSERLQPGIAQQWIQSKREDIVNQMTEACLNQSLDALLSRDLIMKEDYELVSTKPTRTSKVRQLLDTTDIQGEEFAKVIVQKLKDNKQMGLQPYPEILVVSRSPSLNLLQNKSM
Glyco luc inh – N-linked glycosylation inhibition. D54 ERlucT glycosylation luciferase reporter, 24 h; percent of 100 nM tunicamycin response. reporter increase, % at 12.5 µM. 360,000 compounds, 0.23% hits;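 active = mean luciferase reporter signal, scaled so untreated is 0 and the glycosylation-blocking control 100, at or above a set limit in every replicate; inconclusive = mean reaches the limit but not every replicate does; inactive = mean below the limit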;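 note: luciferase carries N-glycosylation sites so blocking glycosylation raises the light; 0% = median of neutral control wells and 100% = median of 100 nM tunicamycin wells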
ABCB6 inh 2 – human ABCB6 transporter inhibition. K562-ABCB6 porphyrin accumulation, flow cytometry, 1 h; active compounds read low. AID 602162. 360,000 compounds, 0.19% hits. fluorescence ratio to DMSO, % at 10 µM. Q9NP58;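 active = fluorescence ratio to DMSO below 75%, the collection mean minus 3 SD; inconclusive = too few cells collected in the well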;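 note: signal is porphyrin accumulated inside mitochondria; 100% equals median channel fluorescence of DMSO control wells; lower ratio means ABCB6 inhibition with less porphyrin fluorescence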
aDG glyco up – alpha-DG glycosylation activation; Pro5-aDG cells, alpha-DG glycosylation AlphaScreen (IIH6); 0% Pro5, 100% B10-LARGE cell signal; 360,000 compounds, 0.22% hits; activation, % at 10 µM; AID 624168;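 active = activation of at least 8% versus controls, or a plate z-score of at least 8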;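 note: Pro5 are CHO cells carrying HIG-tagged alpha-DG that lacks glycosylation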
MC4R antagonist – human MC4R antagonism in cAMP assay; P32245; MC4R-expressing cells, MTII-stimulated cAMP, LANCE TR-FRET; inhibition, % at 6.5 µM; 360,000 compounds, 0.48% hits;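 active = inhibition above its plate's cutoff, the mean of tested wells on that plate plus 3 SD, cut at about 29% in these data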;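 note: 0% = Melanotan II alone and 100% = Melanotan II plus saturating MCL0020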
Target sequence (P32245 whole entry, looked up): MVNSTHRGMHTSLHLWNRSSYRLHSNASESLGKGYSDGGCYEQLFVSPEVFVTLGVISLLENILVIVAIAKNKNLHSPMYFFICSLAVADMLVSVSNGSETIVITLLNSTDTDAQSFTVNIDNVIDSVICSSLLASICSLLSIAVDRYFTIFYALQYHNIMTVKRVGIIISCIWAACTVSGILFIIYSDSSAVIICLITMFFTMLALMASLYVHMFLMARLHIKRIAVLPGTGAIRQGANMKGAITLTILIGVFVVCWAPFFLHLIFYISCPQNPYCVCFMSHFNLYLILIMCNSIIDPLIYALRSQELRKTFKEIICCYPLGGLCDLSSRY
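System: U2OS-MC4R stable cell line; Technique: Eu-cAMP/anti-cAMP TR-FRET, emission 671 nm; Repeats: single well per compound; Also added: Melanotan II; Dosing: one concentration, 6.5 µM nominal; Schedule: 30-min compound, 1-h challenge, 1-h detection, room temperature.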
Vif imaging – inhibitors of HIV Vif. AID 602346. HEK293T cells, Vif self-association by quenched fluorescence, imaging, 24 h. 340,000 compounds, 0.35% hits. inhibition, % at 7.49 µM; in the data active = inhibition above about 50%, passing the limit was not always enough; inconclusive = no clear call, values can overlap the other calls; inactive = below about 31%; note: some results filed as inactive read as strong as hits
MC4R ag barr – agonists of human melanocortin 4 receptor (MC4R) beta-arrestin. activation, % at 8.9 µM. P32245. AID 540308. U2OS MC4R beta-arrestin complementation, luminescence; percent of melanotan II response, DMSO zero. 360,000 compounds, 0.98% hits;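 active = activation above a per-plate cutoff, the mean activation of sample wells on that plate plus 3 SD, cut at about 8% in these data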
TLR9-MyD88 block – blocks human TLR9 binding to MyD88; 340,000 compounds, 0.21% hits; AID 504734; inhibition, % at 4.98 µM; CHO BLA complementation TLR9-MyD88, CCF4 FRET ratio; Q9NR96+Q99836;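 active = inhibition above the mean over all tested compounds plus 3 SD, cut at about 21% in these data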;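 note: 0% = DMSO only wells and 100% = clavulanate BLA inhibitor control wells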
ABHD5 PLIN5 PPI – blocks binding of human ABHD5 to perilipin-5; Q00G26+Q8WTS1; inhibition, % at 4 µM; AID 602281; Split G. princeps luciferase complementation, luminescence, 4 h; 360,000 compounds, 0.78% hits;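 active = inhibition above the mean inhibition across every tested compound plus 3 SD, cut at about 22% in these data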;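 note: 0% = DMSO only wells and the 100% control is not disclosed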
Granule exo inh – lytic granule exocytosis inhibition. TALL-104 LAMP-1 surface exposure, flow cytometry; cells stimulated with thapsigargin and PMA. inhibition, % at 10 µM. 360,000 compounds, 0.66% hits;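 active = inhibition above about 55%, limit read from the data; inconclusive = no clear call, values can overlap the other calls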
* marks the source's active call; other numbers are inactive results.

How did O=C(Nn1c(-c2ccc(Br)cc2)nc2ccccc2c1=O)c1ccncc1 do in these assays?
NOD2-RIPK2 inh: 9; Glyco luc inh: 2; ABCB6 inh 2: 100; aDG glyco up: -0.1; MC4R antagonist: -1; Vif imaging: -2; MC4R ag barr: 1.3; TLR9-MyD88 block: 4; ABHD5 PLIN5 PPI: 0; Granule exo inh: -1

How did CCOc1ccc(-c2cc(C(=O)NCCCN3CCOCC3)c3ccccc3n2)cc1 do in these assays?
NOD2-RIPK2 inh: -2; Glyco luc inh: -1; ABCB6 inh 2: 97; aDG glyco up: 0.1; MC4R antagonist: 7; Vif imaging: -10; MC4R ag barr: -1.4; TLR9-MyD88 block: -3; ABHD5 PLIN5 PPI: 2; Granule exo inh: 7

How did Cc1ccc(S(=O)(=O)/N=C(/NNC(=O)c2cccc(Cl)c2)c2ccccc2)cc1 do in these assays?
NOD2-RIPK2 inh: 1; Glyco luc inh: -4; ABCB6 inh 2: 94; aDG glyco up: 0.5; MC4R antagonist: -4; Vif imaging: 21; MC4R ag barr: 0.4; TLR9-MyD88 block: 8; ABHD5 PLIN5 PPI: 10; Granule exo inh: -5

What do the screens show for `Cc1ccc(-c2csc3ncn(CC(N)=O)c(=O)c23)cc1C`?
NOD2-RIPK2 inh: -8; Glyco luc inh: -2; ABCB6 inh 2: 98; aDG glyco up: 0.1; MC4R antagonist: 5; Vif imaging: 3; MC4R ag barr: -0.8; TLR9-MyD88 block: -2; ABHD5 PLIN5 PPI: 1; Granule exo inh: 0

How did Cc1ccc(Cl)cc1N1CCN(C(=O)c2ccccc2SCC(=O)N2CCCC2)CC1 do in these assays?
NOD2-RIPK2 inh: 0; Glyco luc inh: 0; ABCB6 inh 2: 93; aDG glyco up: 0.6; MC4R antagonist: 8; Vif imaging: 4; MC4R ag barr: -0.1; TLR9-MyD88 block: -8; ABHD5 PLIN5 PPI: -5; Granule exo inh: -4

How did Nc1c(S(=O)(=O)c2cccs2)c2nc3ccccc3nc2n1Cc1ccccc1 do in these assays?
NOD2-RIPK2 inh: 5; Glyco luc inh: -7; ABCB6 inh 2: 87; aDG glyco up: 1.2; MC4R antagonist: 4; Vif imaging: -11; MC4R ag barr: 0.3; TLR9-MyD88 block: 2; ABHD5 PLIN5 PPI: -7; Granule exo inh: 7

Results for CC(=O)c1c(COC(=O)c2ccc(C)cc2)nc2ccccc2[n+]1[O-] ?
NOD2-RIPK2 inh: -19; Glyco luc inh: 0; ABCB6 inh 2: 96; aDG glyco up: 2.8*; MC4R antagonist: -6; Vif imaging: -2; MC4R ag barr: -0.3; ABHD5 PLIN5 PPI: 3; Granule exo inh: -6

Results for CC(=O)c1cc2c(cc1NC(=O)Cn1nc(-c3ccc(F)cc3)ccc1=O)OCO2 ?
NOD2-RIPK2 inh: -4; Glyco luc inh: 1; ABCB6 inh 2: 97; aDG glyco up: -0.2; MC4R antagonist: -4; Vif imaging: -2; MC4R ag barr: 0.8; TLR9-MyD88 block: -2; ABHD5 PLIN5 PPI: 0; Granule exo inh: -8

What do the screens show for `CC1(C(=O)NS(=O)(=O)C2CC2)CCCN(C(=O)COCc2ccccc2)C1` (configuration not stated)?
NOD2-RIPK2 inh: -11; Glyco luc inh: 1; ABCB6 inh 2: 98; aDG glyco up: -0.3; MC4R antagonist: -10; Vif imaging: -15; MC4R ag barr: -0.6; ABHD5 PLIN5 PPI: 3; Granule exo inh: -8

What do the screens show for `Cc1ccc(C)c(OCCC(=O)N2CCN(S(=O)(=O)c3cc(F)ccc3F)CC2)c1`?
NOD2-RIPK2 inh: -5; Glyco luc inh: -7; ABCB6 inh 2: 97; aDG glyco up: 0.1; MC4R antagonist: 11; Vif imaging: 3; MC4R ag barr: 0.9; TLR9-MyD88 block: 4; ABHD5 PLIN5 PPI: 0; Granule exo inh: 1

Results for CCCC(CCC)C(=O)NCCN1CCOCC1 ?
NOD2-RIPK2 inh: -3; Glyco luc inh: 0; ABCB6 inh 2: 94; aDG glyco up: 0.1; MC4R antagonist: 4; Vif imaging: 2; MC4R ag barr: -0.3; TLR9-MyD88 block: 0; ABHD5 PLIN5 PPI: -1; Granule exo inh: 3

Results for O=C(NCc1cc(C(F)(F)F)ccc1Cl)c1cccc2c1C(=O)c1ccc(N3CCC(N4CCCCC4)CC3)cc1S2(=O)=O ?
NOD2-RIPK2 inh: 61*; Glyco luc inh: -21; ABCB6 inh 2: 283; aDG glyco up: -0.6; MC4R antagonist: 5; Vif imaging: 9; MC4R ag barr: 2.9; TLR9-MyD88 block: 47*; ABHD5 PLIN5 PPI: 13; Granule exo inh: 30

How did Cn1nc(C(=O)NNC(=O)c2cccc(Cl)c2)c2ccccc2c1=O do in these assays?
NOD2-RIPK2 inh: -18; Glyco luc inh: 3; ABCB6 inh 2: 99; aDG glyco up: -0.1; MC4R antagonist: 4; Vif imaging: 8; MC4R ag barr: -2.5; TLR9-MyD88 block: 6; ABHD5 PLIN5 PPI: 2; Granule exo inh: -2

Results for CCn1cc(C2=NOC(C(=O)Nc3cc(OC)c(Cl)cc3OC)C2)c(C)n1 (configuration not stated) ?
NOD2-RIPK2 inh: -7; Glyco luc inh: 3; ABCB6 inh 2: 99; aDG glyco up: 0.3; MC4R antagonist: 9; MC4R ag barr: -2.4; TLR9-MyD88 block: -15; ABHD5 PLIN5 PPI: -2; Granule exo inh: 0

How did CNCCOCC(O)CSc1ccccc1 (configuration not stated) do in these assays?
NOD2-RIPK2 inh: -4; Glyco luc inh: -2; ABCB6 inh 2: 99; aDG glyco up: 0.0; MC4R antagonist: 14; Vif imaging: 7; MC4R ag barr: -1.3; TLR9-MyD88 block: 0; ABHD5 PLIN5 PPI: 6; Granule exo inh: -2

What do the screens show for `O=C(O)Cn1cccc1C(=O)c1ccccc1`?
NOD2-RIPK2 inh: -3; Glyco luc inh: 1; ABCB6 inh 2: 105; aDG glyco up: -0.2; MC4R antagonist: 7; MC4R ag barr: -1.5; TLR9-MyD88 block: 3; ABHD5 PLIN5 PPI: 6; Granule exo inh: -5

How did N=c1c2c(-c3ccccc3)c(-c3ccccc3)n(Cc3ccccc3)c2ncn1CCCO do in these assays?
NOD2-RIPK2 inh: 0; Glyco luc inh: 10; ABCB6 inh 2: 99; aDG glyco up: 0.8; MC4R antagonist: 4; Vif imaging: inconclusive; MC4R ag barr: -2.0; TLR9-MyD88 block: -5; ABHD5 PLIN5 PPI: 2; Granule exo inh: 3

Results for CC(=O)Nc1ccc(/C=C/c2noc(-c3ccccc3O)n2)cc1 ?
NOD2-RIPK2 inh: -3; Glyco luc inh: -2; ABCB6 inh 2: 95; aDG glyco up: 0.1; MC4R antagonist: 14; Vif imaging: 10; MC4R ag barr: -1.5; TLR9-MyD88 block: -7; ABHD5 PLIN5 PPI: 3; Granule exo inh: 34

What do the screens show for `CC(C)(C)c1ccc(S(=O)(=O)N2CCC(CO)(CC3CCCCO3)CC2)cc1` (configuration not stated)?
NOD2-RIPK2 inh: 0; Glyco luc inh: -3; ABCB6 inh 2: 94; aDG glyco up: -0.3; MC4R antagonist: 17; Vif imaging: -8; MC4R ag barr: 3.6; TLR9-MyD88 block: -9; ABHD5 PLIN5 PPI: 1; Granule exo inh: -2

How did CC(C)N(C)S(=O)(=O)c1ccc(NC(=O)CSC(=S)N2CCCC2)cc1 do in these assays?
NOD2-RIPK2 inh: 9; Glyco luc inh: -2; ABCB6 inh 2: 91; aDG glyco up: 0.0; MC4R antagonist: 5; MC4R ag barr: -4.1; TLR9-MyD88 block: -4; ABHD5 PLIN5 PPI: 2; Granule exo inh: -6

How did COc1cc2cc(CN(CCCN3CCOCC3)C(=O)Nc3ccc(F)cc3)c(=O)[nH]c2cc1OC do in these assays?
NOD2-RIPK2 inh: -9; Glyco luc inh: 0; ABCB6 inh 2: 103; aDG glyco up: 0.0; MC4R antagonist: 17; Vif imaging: -15; MC4R ag barr: -1.5; TLR9-MyD88 block: 8; ABHD5 PLIN5 PPI: 1; Granule exo inh: 1

Results for CN(C)S(=O)(=O)c1cccc(NC(=O)c2cc3ccccc3o2)c1 ?
NOD2-RIPK2 inh: -7; Glyco luc inh: 0; ABCB6 inh 2: 97; aDG glyco up: -0.3; MC4R antagonist: 18; Vif imaging: -15; MC4R ag barr: -0.9; TLR9-MyD88 block: -8; ABHD5 PLIN5 PPI: 7; Granule exo inh: 11

How did Cc1cccc(C)c1NC(=O)CCCN1CC(C)OC(C)C1 (configuration not stated) do in these assays?
NOD2-RIPK2 inh: 3; Glyco luc inh: 2; ABCB6 inh 2: 91; aDG glyco up: -0.2; MC4R antagonist: 1; Vif imaging: -3; MC4R ag barr: -1.7; TLR9-MyD88 block: -6; ABHD5 PLIN5 PPI: 4; Granule exo inh: 0

How did O=C(COc1ccccc1F)Nc1cc(S(=O)(=O)N2CCOCC2)ccc1N1CCOCC1 do in these assays?
NOD2-RIPK2 inh: 7; Glyco luc inh: -4; ABCB6 inh 2: 100; aDG glyco up: 1.0; MC4R antagonist: 2; Vif imaging: -10; MC4R ag barr: -1.4; TLR9-MyD88 block: -8; ABHD5 PLIN5 PPI: 1; Granule exo inh: 4

How did CCNc1nc2c(c(=O)n(C)c(=O)n2C)n1Cc1ccc(Cl)cc1 do in these assays?
NOD2-RIPK2 inh: 5; Glyco luc inh: -3; ABCB6 inh 2: 97; aDG glyco up: 0.7; MC4R antagonist: 1; Vif imaging: -25; MC4R ag barr: -1.1; TLR9-MyD88 block: 1; ABHD5 PLIN5 PPI: 6; Granule exo inh: 2

Results for COC(=O)/C=c1/s/c(=C(/C#N)C(=O)N2CCOCC2)n(-c2ccccc2)c1=O ?
NOD2-RIPK2 inh: 8; Glyco luc inh: 4; ABCB6 inh 2: 99; aDG glyco up: -0.2; MC4R antagonist: 5; Vif imaging: 15; MC4R ag barr: -0.8; TLR9-MyD88 block: 15; ABHD5 PLIN5 PPI: -1; Granule exo inh: -1

What do the screens show for `CCN(CC(=O)Nc1ccc(C(=O)OC)cc1)Cc1ccccc1`?
NOD2-RIPK2 inh: -1; Glyco luc inh: 0; ABCB6 inh 2: 99; aDG glyco up: -0.2; MC4R antagonist: 3; Vif imaging: -11; MC4R ag barr: -1.6; TLR9-MyD88 block: -9; ABHD5 PLIN5 PPI: 5; Granule exo inh: -2

What do the screens show for `C/C=C(/C)C(=O)Nc1cccc(C2=NOC3(C2)C[C@H](C(N)=O)N(C(=O)c2ccccc2)C3)c1` (some centres not stated)?
NOD2-RIPK2 inh: -15; Glyco luc inh: 0; ABCB6 inh 2: 101; aDG glyco up: -0.1; MC4R antagonist: 5; Vif imaging: 0; MC4R ag barr: 0.1; TLR9-MyD88 block: -3; ABHD5 PLIN5 PPI: -2; Granule exo inh: -2

The list is partial; rates above refer to the full screens.
